TbREL1 inh – TbREL1 inhibition, primary screen. P86926. TbREL1 RNA ligation, FRET fluorescence. inhibition, % at 9.66 µM. 89,000 compounds, 0.49% hits. AID 1117264;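 active = inhibition above the mean inhibition across all screened compounds plus 3 SD, cut at about 11% in these data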;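 also: 0% = plate median of test wells and 100% = NSC42067 control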
Target sequence (P86926 whole entry, looked up): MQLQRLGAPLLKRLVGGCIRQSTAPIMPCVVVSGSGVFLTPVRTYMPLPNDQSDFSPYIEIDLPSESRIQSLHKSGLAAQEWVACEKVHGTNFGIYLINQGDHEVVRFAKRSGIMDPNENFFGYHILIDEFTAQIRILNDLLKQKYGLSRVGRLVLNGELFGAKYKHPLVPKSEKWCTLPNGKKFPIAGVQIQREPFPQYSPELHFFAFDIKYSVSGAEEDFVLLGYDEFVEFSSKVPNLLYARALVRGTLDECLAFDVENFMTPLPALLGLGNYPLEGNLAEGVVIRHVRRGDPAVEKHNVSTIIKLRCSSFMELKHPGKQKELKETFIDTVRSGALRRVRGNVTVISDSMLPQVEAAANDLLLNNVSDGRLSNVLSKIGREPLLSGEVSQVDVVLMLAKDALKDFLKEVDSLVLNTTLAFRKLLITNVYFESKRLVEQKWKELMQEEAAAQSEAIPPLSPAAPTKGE
The depositor's hits bear a star.

For Cn1c2ccccc2c(=O)c2ccc(NCc3ccc4c(c3)OCO4)cc21 the results were TbREL1 inh -2.
Screening COc1ccc(-c2csc(C(NC(C)=O)c3cccc(F)c3)n2)cn1 (stereo not drawn) returned TbREL1 inh 0.
`COc1ccc(-n2c(SCC(=O)Nc3ccccc3)nc(O)cc2=O)cc1` gave TbREL1 inh -3.
For C/C(=N\NC(=O)c1ccc(Cl)cc1)c1ccc(Br)s1 the results were TbREL1 inh 0.
For CCCCCCCCN1C(=O)[C@@H](CC(=O)N2CCN(C(=O)C3CC3)CC2)C[C@@]2(C(=O)OC)C1=C[C@H](COCc1ccccc1)O[C@@H]2C the results were TbREL1 inh -2.
For C=C1CC[C@@H]2[C@](C)(CCC[C@@]2(C)/C=C/[C@@H](O)C(C)(C)O)[C@H]1CC(=O)NCCS(=O)(=O)O the results were TbREL1 inh -2.
`COc1ccc(CN2CCC(C(=O)Nc3ccc(Oc4cccnc4)cc3)CC2)cc1` gave TbREL1 inh 1.
For Cc1ccc(C(=O)CCNc2ccccc2)o1 the results were TbREL1 inh -3.
`CN(C(=O)C1CCOC1)c1nnc(-c2ccncc2)s1` (stereo not drawn) gave TbREL1 inh 1.
For OCCC1CN(Cc2nc3ccccc3[nH]2)CCN1C1CCCC1 (stereo not drawn) the results were TbREL1 inh -4.
`Cc1ccc(C(=O)OCC(=O)NCc2cccs2)c(C)c1` gave TbREL1 inh 0.
For Cn1c(SCC(=O)Nc2ccc3nc(SCC(=O)N4CCCC4)sc3c2)nnc1-c1ccccc1 the results were TbREL1 inh 6.
`O=C(NC(Cc1ccccc1)C(=O)N1CCN(S(=O)(=O)c2ccccc2F)CC1)c1ccccc1` (stereo not drawn) gave TbREL1 inh -2.
For CC(C)(C)NC(=O)CC(CC(=O)O)c1ccccc1 (stereo not drawn) the results were TbREL1 inh -1.
Screening COc1cc(OC)cc(-c2c(C#Cc3ccsc3)c3cc(-c4cccc5[nH]cc(C=O)c45)ccc3n2C)c1 returned TbREL1 inh 6.
Screening Cc1ccc(Cl)cc1NC(=O)CCC(=O)Nc1cc(Cl)ccc1C returned TbREL1 inh 2.
For O=C(Cc1ccccc1)Nc1ccccc1C(=O)Nc1ccc(C(=O)O)cc1 the results were TbREL1 inh 4.
For Cc1ccc(C(=O)N2CCN(c3ncccn3)CC2)cc1S(=O)(=O)N1CCCCC1 the results were TbREL1 inh -4.
For NNc1nc(-c2ccccc2)cs1 the results were TbREL1 inh 0.
For CCCc1nnc(NC(=O)c2cc3ccccc3o2)s1 the results were TbREL1 inh 2.
Screening O=C(CCC(=O)c1ccc(-c2ccccc2)cc1)Nc1cccnc1 returned TbREL1 inh 3.
CCCCNC(=O)c1onc(CSc2ccc(F)cc2)c1C(=O)O was read as TbREL1 inh 0.
Cn1ncc(C#N)c1/N=C/N(Cc1ccccc1)Cc1ccccc1 was read as TbREL1 inh 2.
`CCOc1ccc(NC(=O)COC(=O)c2ccc3c(c2)OCCO3)cc1` gave TbREL1 inh 3.
Screening O=S1(=O)CCOC[C@H](CC2CCCCC2)N1Cc1ccc(Cl)cc1 returned TbREL1 inh 1.
For CCn1c(CNc2ccc(Cl)cc2)nnc1SCC(=O)OC1CCCCC1 the results were TbREL1 inh 1.
`O=C(NC1CCCC1)C1CCC(CNS(=O)(=O)c2cccs2)CC1` (stereo not drawn) gave TbREL1 inh -2.
Screening c1ccc2c(-c3cc(C4CCNCC4)[nH]n3)cccc2c1 returned TbREL1 inh 2.
For O=C(Nc1ccccc1)N1C(=O)C2(OCCO2)c2ccccc21 the results were TbREL1 inh 1.
Screening CC(=O)C1=C(C)NC(=O)NC1c1ccccc1 (stereo not drawn) returned TbREL1 inh 2.
For Cc1ccc(CN2[C@@H](CC(C)C)COCCS2(=O)=O)cc1 the results were TbREL1 inh 0.
CC(C)CNC(=S)NC(=O)c1ccccc1Cl was read as TbREL1 inh -5.
For O=C(CSc1nnc(Cc2ccccc2)o1)Nc1ccc(N2CCOCC2)cc1 the results were TbREL1 inh -1.
`Clc1cc(Cl)cc(CNC2CCC23CCCCC3)c1` (stereo not drawn) gave TbREL1 inh -2.
`CN(C)CCNC(=O)CN1C(=O)COc2ccc(C(C)(C)C)cc21` gave TbREL1 inh -4.
Screening COCCn1c(N)c(C(=O)Nc2sc3c(c2C(=O)OC)CCCC3)c2nc3ccccc3nc21 returned TbREL1 inh 0.
CCOC(=O)C1CCN(C(=O)c2c(-c3ccccc3)noc2C)CC1 was read as TbREL1 inh 0.
Screening CCOc1ccccc1C(=O)N/N=C/c1cccc2cccnc12 returned TbREL1 inh 8.
`Cc1ccc(-n2c(SCC(=O)Nc3ccc4cn[nH]c4c3)nnc2-c2ccccc2)cc1` gave TbREL1 inh -1.
Screening Cc1ccc(Cn2c(C)c(C(=O)NCc3ccc4c(c3)OCO4)sc2=O)cc1 returned TbREL1 inh 1.
Screening COc1ccc(Cn2cnc3c([N+](=O)[O-])c(C)c(C)cc32)cc1 returned TbREL1 inh 4.
For O=C(CNS(=O)(=O)c1ccccc1)OCC(=O)c1ccc(OC(=O)c2ccccc2)cc1 the results were TbREL1 inh -1.
`CCCCCCC(=O)NC1CCCCN(Cc2ccc(Cl)cc2)C1=O` (stereo not drawn) gave TbREL1 inh -2.
Screening COc1ccc(CCNC(=O)c2sc(=S)n(C)c2N)cc1 returned TbREL1 inh -2.
`O=C(CC12CC3CC(CC(C3)C1)C2)NC(=S)Nc1ccc(CN2CCOCC2)cc1` gave TbREL1 inh -3.
CC(=O)OC(C(=O)NCc1ccco1)c1cccnc1 (stereo not drawn) was read as TbREL1 inh -3.
`O=Cc1c(N2CCCCCC2)nc2ccccn2c1=O` gave TbREL1 inh -1.
For Cc1cc(NC(=O)Nc2cc(Cl)sc2Cl)no1 the results were TbREL1 inh 7.
CCCCOc1ccc(C(=O)NCC(=O)N2CC=C(c3ccccc3)CC2)cc1 was read as TbREL1 inh 6.
For NC(=O)C1CCN(CCC(=O)Nc2ccc(Br)cc2)CC1 the results were TbREL1 inh 1.
Screening O=C(O)/C=C/C(=O)Nc1ccc(S(=O)(=O)N2CCCC2)cc1 returned TbREL1 inh 2.
For Cn1c(=O)c(Nc2ccc(O)cc2)c2c3c(cccc31)C(=O)c1ccccc1-2 the results were TbREL1 inh 0.
CCOc1ccccc1NC(=O)C1CCCN(S(=O)(=O)c2cccc3cccnc23)C1 (stereo not drawn) was read as TbREL1 inh -3.
O=C(NCCCN1CCOCC1)c1ccccc1NS(=O)(=O)c1ccc(Br)cc1 was read as TbREL1 inh 10.
For CCCSc1oc(-c2ccco2)nc1S(=O)(=O)c1ccc(C)cc1 the results were TbREL1 inh 0.
Screening CCc1nnc(NC(=O)c2cccnc2)s1 returned TbREL1 inh 0.
O=C(Nc1ccc(F)c(F)c1)C1CCCCC1 was read as TbREL1 inh 1.
O=C(CSc1nnc(-c2cnccn2)n1-c1ccccc1)c1ccc(F)cc1 was read as TbREL1 inh -2.
For CC(=O)SC1CC(=O)N(c2ccc(C(C)(C)C)cc2)C1=O (stereo not drawn) the results were TbREL1 inh 5.
For O=C1OCCC1Sc1nnc(-c2cccc(Br)c2)o1 (stereo not drawn) the results were TbREL1 inh 7.
O=C(COc1ccccc1)NCC(=O)N/N=C/c1ccc(Cl)cc1 was read as TbREL1 inh -1.
`CCNc1ccc(S(=O)(=O)NCCN(C)C)cc1[N+](=O)[O-]` gave TbREL1 inh 1.
Screening O=C(COC(=O)c1c[nH]c(=O)[nH]c1=O)Nc1ccccc1Br returned TbREL1 inh 0.
For Nc1c(C(=O)NCC2CCCO2)c2nc3ccccc3nc2n1-c1ccccc1 (stereo not drawn) the results were TbREL1 inh -1.
For O=C(CSc1nnc(-c2ccncc2)n1-c1ccccc1)Nc1ccc(C(=O)O)cc1 the results were TbREL1 inh 1.
`C[C@@H]1COc2cc(N3CCSCC3)ccc2S(=O)(=O)N1` gave TbREL1 inh 2.
`COc1ccc(CN(C)C(=O)CCN(c2ccccc2)S(=O)(=O)c2ccc(C)cc2)c(OC)c1` gave TbREL1 inh 7.
`COc1ccc(Cl)cc1N/C(N)=N/c1nc(CSc2ccc(C)cc2)cc(=O)[nH]1` gave TbREL1 inh 3.
For C[C@H]1C=C(C(=O)O)O[C@@H](OCc2ccc(CO)cc2)C1 the results were TbREL1 inh 5.
Screening COC(=O)c1cc(S(=O)(=O)NCC2CCN(Cc3ccc(Cl)cc3)CC2)c[nH]1 returned TbREL1 inh 1.
For O=C(COC(=O)c1ccccn1)NC12CC3CC(CC(C3)C1)C2 the results were TbREL1 inh 0.
For CC(C)C(NC(=O)c1c(F)cccc1F)C(=O)N1CCN(S(=O)(=O)c2ccc(F)cc2)CC1 (stereo not drawn) the results were TbREL1 inh -2.
Screening COc1cc(-n2c(=O)c3ccccc3n(CC(=O)c3ccc(Br)cc3)c2=O)cc(OC)c1OC returned TbREL1 inh 2.
For Nc1ccccc1C(=O)NNc1ncc(C(F)(F)F)cc1Cl the results were TbREL1 inh -1.
Screening CCN(CC)c1nc(N)c2c(N)n(-c3ccccc3C)c(=S)c(C#N)c2c1C#N returned TbREL1 inh -4.
Screening O=C(Nc1ccccc1F)O[C@@H]1CC[C@@]23CCCN2C(=O)CCC[C@H]3C1 returned TbREL1 inh -3.
For O=C(c1nc2ccccn2c1CNCCn1ccc2ccccc21)N1CCOCC1 the results were TbREL1 inh -1.
CCCOc1ccc(-c2cc3onc(-c4ccccc4)c3c(=O)n2C)cc1 was read as TbREL1 inh -1.
Screening CN(Cc1nc(-c2cnccn2)no1)CC1CCN(Cc2ccccc2)CC1 returned TbREL1 inh 1.
Cc1occc1-c1nnc(SCC(=O)c2ccc(F)cc2)o1 was read as TbREL1 inh -2.
Screening Cc1ccc(NC(=O)c2ccco2)c(NC(=O)c2ccccc2C)c1 returned TbREL1 inh -1.
Cc1ccc(NC(=O)CN(C)C2CCCCC2)cc1Br was read as TbREL1 inh 4.
For O=S(=O)(c1cccc(S(=O)(=O)N2CCN(c3ncccn3)CC2)c1)N1CCOCC1 the results were TbREL1 inh -1.
`CCCN(CC1CC1)C(=O)CSc1nnc(-c2ccncc2)n1-c1ccc(OC)cc1` gave TbREL1 inh -4.
Screening CCCNC(=O)c1n[nH]c2c1CC(C(C)(C)CC)CC2 (stereo not drawn) returned TbREL1 inh 1.
Screening NC(=O)C1CCN(c2oc(-c3ccccc3F)nc2S(=O)(=O)c2ccc(Cl)cc2)CC1 returned TbREL1 inh 4.
For O=C(Cc1ccccc1)NC(Nc1ccccc1)C(Cl)(Cl)Cl (stereo not drawn) the results were TbREL1 inh 1.
For COc1ccc(CN2CCNC(=O)C2CC(=O)NCCc2c[nH]c3ccccc23)c(OC)c1 (stereo not drawn) the results were TbREL1 inh -3.
For COc1ccc(-n2nnc3c(=O)n(CC(=O)NCC4CCCO4)cnc32)cc1 (stereo not drawn) the results were TbREL1 inh -1.
For O=Cc1ccc(N2CCCCCC2)cc1 the results were TbREL1 inh 4.
For CC(C)c1nc2ccccc2n1CC(O)COC1CCCCC1 (stereo not drawn) the results were TbREL1 inh -3.
O=C(Nc1ccc(-n2nncc2-c2ccco2)cc1)c1ccc(F)cc1 was read as TbREL1 inh 1.
Screening Cc1cc[n+](CC(=O)c2ccc(NC(=O)c3ccccc3)cc2)cc1 returned TbREL1 inh 8.
Screening Cc1ccccc1NC(=O)CSc1ccsc1[N+](=O)[O-] returned TbREL1 inh 3.
Screening Cc1cc(C)n(-c2ncnc3ccccc23)n1 returned TbREL1 inh 2.
For Cc1noc(C)c1COc1ccc(C(=O)OCC(=O)N2CC(=O)Nc3ccccc32)cc1 the results were TbREL1 inh -2.
For Cc1[nH]nc2c1C(c1ccc(F)cc1)N(Cc1ccccc1)C2=O (stereo not drawn) the results were TbREL1 inh 0.
COc1ccc(CNC(=O)O[C@H]2CC[C@@]34CCCN3C(=O)CCC[C@H]4[C@H]2C)cc1 was read as TbREL1 inh 3.
Screening S=c1nc[nH]c2c1ncn2-c1ccccc1 returned TbREL1 inh -5.
Screening O=C(NCCc1ccccc1)C1CCN(S(=O)(=O)c2cccc3nonc23)CC1 returned TbREL1 inh 5.
O=S(=O)(NCC1(N2CCOCC2)CCCCC1)c1ccccc1Cl was read as TbREL1 inh -1.
`O=C(COc1ccccc1)NCC(=O)NC1CCCCC1` gave TbREL1 inh 2.
Screening COc1ccc(/C=N/NC(=S)N[C@H]2CC3CCC2C3)cc1 (stereo partly drawn) returned TbREL1 inh -6.
`O=C(CCNC(=O)c1ccco1)Nc1ccc(OC(F)(F)F)cc1` gave TbREL1 inh 0.
Screening CCOC(=O)c1ccc(NC(=O)c2nc[nH]c2C(=O)N2CCc3ccccc3C2)cc1 returned TbREL1 inh -1.
COc1ccc(N=Nc2ccc(O)c(P(=O)(c3ccccc3)c3ccccc3)c2)cc1 was read as TbREL1 inh -1.

Screens as filed in PubChem BioAssay.

Only part of the results is shown; rates above refer to the full screens.
